ERG-DNA inh – qHTS for Small Molecule Inhibitors of the ERG Ets/DNA interaction | Transcriptional regulator ERG (Homo sapiens), P11308 | fluorescence polarization, His-ERG Ets domain / labelled DNA | Potency, µM (series often up to 76.9 µM), without a hit: top-dose FP activity, negative = inhibition, usual class: inhibitors | 370,000 compounds, 0.028% hits; active = well fitted inhibition curve with a large enough effect in the polarisation, with a control signal flat; inconclusive = small, poorly fitted or top-dose-only effect, or effect the other way, or a change in a side signal; inactive = no such curve, though single readings can be large or run the other way; the % refers to the polarisation;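 also: polarization taken with two DNA probes labelled with fluorescein and Texas red; potency is read from the fitted curve at half-maximal effect; % of control where 0% means no effect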
Target sequence (P11308 whole entry, looked up, the tested form may be a part): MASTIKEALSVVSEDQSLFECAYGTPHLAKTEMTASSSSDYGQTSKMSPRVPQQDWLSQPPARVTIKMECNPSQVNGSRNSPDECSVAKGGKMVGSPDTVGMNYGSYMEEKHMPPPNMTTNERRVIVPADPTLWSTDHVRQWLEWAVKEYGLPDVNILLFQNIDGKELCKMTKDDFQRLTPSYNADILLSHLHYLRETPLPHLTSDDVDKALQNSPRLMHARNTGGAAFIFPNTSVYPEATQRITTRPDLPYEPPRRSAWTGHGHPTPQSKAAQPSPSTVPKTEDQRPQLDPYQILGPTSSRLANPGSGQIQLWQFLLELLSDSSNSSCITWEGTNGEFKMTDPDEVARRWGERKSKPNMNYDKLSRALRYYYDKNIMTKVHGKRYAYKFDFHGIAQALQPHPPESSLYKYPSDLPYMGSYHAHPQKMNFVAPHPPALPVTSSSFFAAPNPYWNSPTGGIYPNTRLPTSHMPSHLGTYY
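His-tagged ERG Ets domain (1 uM in the protein solution; 300mM KCl, 50mM Tris-HCl, 1mM EDTA, 1mM DTT, pH 7.5) received compound, then a probe mix of 5 nM fluorescein-DNA and 100nM Texas-615-DNA. Fluorescence polarization was read for both dyes.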
G9a block – qHTS Assay for Inhibitors of Histone Lysine Methyltransferase G9a; G9a H3K9 monomethylation, AlphaScreen, 2 h; Potency, µM (highest dose often 102 µM), without a hit: top-dose activity, negative = inhibition, actives largely listed as inhibitors; Histone-lysine N-methyltransferase EHMT2 (Homo sapiens), Q96KQ7; 350,000 compounds, 8.8% hits; AID 504332, 2011; also: potency is read from the fitted curve at half-maximal effect; % is scaled to controls: 0 for no effect and ±100 for the full control effect; nearly all actives have a fitted effect of over 75% in size
Target sequence (Q96KQ7 913-1193 limits assumed): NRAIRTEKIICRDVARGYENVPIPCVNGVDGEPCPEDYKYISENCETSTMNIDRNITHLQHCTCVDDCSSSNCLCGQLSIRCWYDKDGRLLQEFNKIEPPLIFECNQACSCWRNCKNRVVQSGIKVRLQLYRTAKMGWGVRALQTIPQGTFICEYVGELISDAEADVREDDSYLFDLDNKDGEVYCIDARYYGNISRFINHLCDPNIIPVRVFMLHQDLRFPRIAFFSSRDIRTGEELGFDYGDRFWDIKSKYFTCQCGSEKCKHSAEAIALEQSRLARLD
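G9a (20 nM) was preincubated 15 min with compound, then reacted 2 h at room temperature with 500 nM biotin-H3K9 peptide and 20 µM SAM. Monomethyl-H3K9 detected by AlphaScreen using anti-H3K9me1 antibody.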
PI4K2A inh – qHTS for small molecular inhibitors of PI4K2A; Phosphatidylinositol 4-kinase type 2-alpha (Homo sapiens), Q9BTU6; purified PI4K2A, ADP-Glo luminescence, 1 h; active compounds read low; activity change, negative = inhibition, % at 76.9 µM; 420,000 compounds, 0.13% hits; in the data active = activity change below about -50%; inconclusive = mostly about -30% to -49%;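 also: -100% = wells without enzyme as full effect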
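In this quantitative HTS, ADP production by PI4K2A was quantified luminescently after 1 h at ambient temperature; 100 microM adenosine served as plate-quality control.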
BAZ2B block – qHTS Assay for Inhibitors of BAZ2B | AlphaScreen BAZ2B-H3K14Ac peptide displacement | Bromodomain adjacent to zinc finger domain protein 2B (Homo sapiens), Q9UIF8 | 360,000 compounds, 4.4% hits | Potency, µM (doses to about 114 µM), inactives show top-dose activity change, negative = inhibition, actives largely listed as inhibitors; also: potency is read from the fitted curve at half-maximal effect; % is scaled to controls: 0 for no effect and ±100 for the full control effect; nearly all actives have a fitted effect of over 60% in size
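In this displacement format the biotinylated H3(5-23) peptide acetylated at Lys14 serves as ligand at 50 nM, with BAZ2B at 50 nM in PBS pH 7.4 containing 0.01% Tween-20. Donor and acceptor beads are 10 ug/mL final.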
PGK inhibitor – qHTS Assay to Find Inhibitors of Phosphoglycerate Kinase; PGK/GAPDH coupled, Kinase-Glo luminescence, 60 min; 380,000 compounds, 0.043% hits; Potency, µM (doses to about 57.5 µM), for the others: at the top dose activity change, negative = inhibition, actives largely listed as inhibitors; also: potency is read from the fitted curve at half-maximal effect; % is scaled to controls: 0 for no effect and ±100 for the full control effect; nearly all actives have a fitted effect of over 60% in size
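Recombinant glycosomal PGK reaction used 1,3-bisphosphoglycerate generated in-well by GAPDH (100nM final) in 100mM TEA pH 7.6, 5mM MgCl2, 0.01% Tween-20. After 60 minutes at room temperature, ATP was read by Kinase-Glo Plus luminescence end-point.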
GLS inhibitor – qHTS for Inhibitors of Glutaminase (GLS); GLS enzymatic activity, qHTS titration; Glutaminase kidney isoform, mitochondrial (Homo sapiens), O94925; 410,000 compounds, 0.21% hits; Potency, µM (top dose mostly 45.5 µM), inactives show at the top dose activity change, negative = inhibition, usual class: inhibitors; also: potency is read from the fitted curve at half-maximal effect; % is scaled to controls: 0 for no effect and ±100 for the full control effect
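Enzyme dispensed in phosphate buffer (45 mM, pH 8.2, 0.02% Tween-20), compounds pinned in, then 1 mM L-glutamine solution and the glutamate oxidase–HRP–Amplex Red mix added; fluorescence read immediately and again after 30 min at room temperature.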
Pin1 inhibitor – qHTS Assay to Find Inhibitors of Pin1; Peptidyl-prolyl cis-trans isomerase NIMA-interacting 1 (Homo sapiens), Q13526; Pin1 FP peptide displacement, HiFluor488, 10 min; Potency, µM (series often up to 115 µM), without a hit: top-dose activity, negative = inhibition, actives largely listed as inhibitors; 390,000 compounds, 0.009% hits; AID 504891, 2011; active = well fitted inhibition curve with a large enough effect in the polarisation, with a control signal flat, not every such curve was filed as active; inconclusive = small, poorly fitted or top-dose-only effect, or effect the other way, or a change in a side signal; inactive = no such curve, though single readings can be large or run the other way; the % refers to the polarisation; also: potency is read from the fitted curve at half-maximal effect; % is scaled to controls: 0 for no effect and ±100 for the full control effect
JMJD2A Tudor inh – qHTS Assay for Inhibitors of JMJD2A-Tudor Domain; Lysine-specific demethylase 4A (Homo sapiens), O75164; AlphaScreen JMJD2A-Tudor / H3K4me3 peptide binding; Potency, µM (highest dose often 114 µM), without a hit: top-dose activity change, negative = inhibition, actives largely listed as inhibitors; 390,000 compounds, 4.4% hits; AID 504339, 2011; also: potency is read from the fitted curve at half-maximal effect; % is scaled to controls: 0 for no effect and ±100 for the full control effect; nearly all actives have a fitted effect of over 50% in size
HP1b chromo inh – HTS for Inhibitors of HP1-beta Chromodomain Interactions with Methylated Histone Tails | Chromobox protein homolog 1 (Homo sapiens), P83916 | AlphaScreen HP1-beta / biotin-H3K9me3 peptide binding | Potency, µM (doses to about 114 µM), for inactives: at the highest dose activity change, negative = inhibition, actives largely listed as inhibitors | 390,000 compounds, 0.56% hits | AID 540317, 2011; also: potency is read from the fitted curve at half-maximal effect; nearly all actives have a fitted effect of over 70% in size; inactives centre near 23
Target sequence (P83916 whole entry, looked up): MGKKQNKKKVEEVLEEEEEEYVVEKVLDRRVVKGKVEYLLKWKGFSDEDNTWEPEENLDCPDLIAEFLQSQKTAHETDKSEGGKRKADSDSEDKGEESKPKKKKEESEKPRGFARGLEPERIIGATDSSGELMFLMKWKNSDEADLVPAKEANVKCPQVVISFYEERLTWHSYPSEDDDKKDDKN
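AlphaScreen: HP1-beta (50 nM) preformed 30 min with biotin-H3(1-18)K9me3 peptide (50 nM) in PBS pH 7.4, 0.01% Tween-20. Compound added for 30 min at RT, then streptavidin donor/nickel chelate acceptor beads (10 ug/mL) for 30 min.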
The depositor's hits bear a star; i = inactive; ? = inconclusive; . = not tested or not shown; & = joins results of further samples; [ ] = another dose, or the depositor's remark. Unless noted, calls follow the shape of the dose curve; as a rule, active = well fitted curve in the direction sought with a large enough effect; inconclusive = small, poorly fitted or top-dose-only effect, or another doubt; inactive = no such curve, though single readings can be large; an effect the other way counts as inactive or inconclusive.

No.	SMILES	ERG-DNA inh	G9a block	PI4K2A inh	BAZ2B block	PGK inhibitor	GLS inhibitor	Pin1 inhibitor	JMJD2A Tudor inh	HP1b chromo inh
1	CCc1ccc(NC(=O)CC2C(=O)N(c3ccc(OC)cc3)C(=O)N2Cc2cccs2)cc1 (centres undefined)	0%	-3%[59 µM]	-2	-12%	-5%	-3%	0%	-7%	15%
2	O=C(OCC(=O)N1CCc2ccccc21)C1CCCN1S(=O)(=O)c1ccc(Cl)cc1 (centres undefined)	12%	1%[2.33 µM]	5	7%	-1%	-4%	12%	-23%	8%
3	CCCOc1ccc2oc(=O)c3c(c2c1)CCCN3C(=O)CN(C)Cc1ccccc1	4%	11%	3	-4%	1%	0%	5%	-25%	20%
4	CCOC(=O)c1sc(NC(=O)C2CC=CCC2C(=O)O)nc1C (centres undefined)	.	?	-4	?	.	15%	-11%	?	-13%
5	Cc1nc2ccn(Cc3ccco3)c(=O)c2cc1C(=O)Nc1ccc(F)cc1	1%	0%[59 µM]	-1	-16%	1%	7%	3%	-12%	22%
6	CC1CCCN(C(=O)COC(=O)CNC(=O)c2sc3ccccc3c2Cl)C1 (centres undefined)	0%	-14%[12.7 µM]	-2	-3%	-10%	0%	1%	-16%	22%
7	Cc1ccc(OCCCSc2ncccn2)cc1C	-7%	87%[activator][59 µM]	3	104%[activator]	-6%	3%	7%	91%[activator]	167%[activator]
8	Cn1c(=O)n(CCc2ccccc2)c(=O)c2c1nc1n2CCN1Cc1ccco1	9%	?	2	?	4%	9%	-1%	?	9%
9	COc1cccc(CNC(=O)C(C)n2ncn3cccc3c2=O)c1OC (centres undefined)	-1%	?	2	?	i	-13%	13%	-20%	25%
10	CCCCSc1nc2c(cnn2-c2ccc(C)c(C)c2)c(=O)[nH]1	-6%	-24%	1	15%	-1%	-2%	2%	-26%	25%
11	COc1ccc(CC(=O)n2[nH]c(=O)ccc2=O)cc1OC	-3%	1.1µM*	-1	-32%	1%	10µM*	3%	8.9µM*	8.9µM*
12	Cc1cc(C)n2nc(C(=O)OCCOc3cccc(Br)c3)nc2n1	3%	-10%[59 µM]	-6	-1%	-9%	-1%	-1%	0%	33%
13	CC(=O)Nc1ccc(NC(=O)CCS(=O)(=O)c2ccc3c(c2)CC(=O)N3C)cc1	1%	-3%[59 µM]	-2	-1%	-2%	0%	-3%	-3%	18%
14	COc1ccc(-c2cnnc(N/N=C/c3ccc(O)c(O)c3)n2)cc1	-2%	-8%	-2	45µM*	-13%	-14%	?	40µM*	-33%
15	CCOc1ccc(N(CC(=O)NCCc2ccccc2)C(=O)CCC(=O)Nc2nccs2)cc1	0%	-2%	6	-14%	-8%	1%	-3%	-11%	23%
16	COC(=O)c1cn(-c2ccccc2)c(C)c1C(=O)OC	-6%	-3%[59 µM]	0	-6%	-2%	3%	1%	-8%	13%
17	O=C(O)CCCn1cc(NC(=O)COc2ccccc2[N+](=O)[O-])cn1	3%	-26%	-4	7%	3%	0%	-9%	-8%	34%
18	CCc1cccc(NS(=O)(=O)c2c(C)nc3sc(CC)nn3c2=O)c1	11%&0%	-6%[59 µM]	-3&-2	8%&-7%	1%&8%	-7%&-1%	-1%&1%	-12%&-11%	45%&15%[activator]
19	Cc1cc(C)nc(SCC(=O)c2ccc(O)c(O)c2)n1	13%	1.8µM*	1	?	-10%	6%	?	13µM*	20%
20	CCOC(=O)c1ccc(S(=O)(=O)N2CCN(CC(O)COc3cccc(C(C)=O)c3)CC2)cc1 (centres undefined)	18%	-9%	-4	79µM*	-5%	-4%	-12%	18µM*	-13%
21	CCC(=O)Nc1cc(OC)cc(OC)c1	2%	-2%	1	-10%	i	-13%	-10%	-3%	35%
22	Cc1cc([N+](=O)[O-])nn1CCC(=O)Nc1nccs1	3%	9%	-1	0%	6%	-10%	6%	-9%[11.4 µM]	38%
23	CCOc1ccc(OCC)c(NC(=O)C(NS(=O)(=O)c2cccs2)c2ccccc2)c1 (centres undefined)	-2%	-2%[59 µM]	-4	-21%	-10%	1%	48%[activator]	-8%	34%
24	CC(C)Oc1cccc(C(=O)NC2=NCCS2)c1	12%	-49%[59 µM]	0	?	-6%	-5%	-2%	-2%	22%
25	COc1cc([C@H]2OC[C@H]3[C@@H]2CO[C@@H]3c2ccc(O[C@H]3O[C@H](CO)[C@@H](O)[C@H](O)[C@H]3O)c(OC)c2)ccc1O[C@@H]1O[C@H](CO)[C@@H](O)[C@H](O)[C@H]1O	19%	.	-5	.	1%	5%	0%	-12%	22%
26	COc1ccc(S(=O)(=O)c2c(N)n(Cc3ccco3)c3nc4ccccc4nc23)cc1	17%	45µM*	?	-23%	-8%	-11%	?	-20%	42%
27	COc1ccc(N=C2SC(C(N)=O)CC(=O)N2CCc2ccc(OC)c(OC)c2)cc1 (centres undefined)	2%	-3%[59 µM]	-8	?	-10%	-13%	-12%	-30%	11%
28	O=C(Nc1ccc(F)cc1)Nc1ccc2snnc2c1	-3%	-32%[59 µM]	-11	4%	6%	2%	-9%	0%	44%[activator]
29	Cc1nc(N2CCN(Cc3ccccc3)CC2)[nH]c(=O)c1C	7%	4%	6	-6%	-7%	7%	-7%	-19%	-2%
30	COc1cccc(OC)c1C(=O)N1CC(C)OC(C)C1 (centres undefined)	-8%	-19%[12.7 µM]	2	-3%	-6%	3%	2%	-8%	18%

Next entries
No.	SMILES	ERG-DNA inh	G9a block	PI4K2A inh	BAZ2B block	PGK inhibitor	GLS inhibitor	Pin1 inhibitor	JMJD2A Tudor inh	HP1b chromo inh
31	COc1cc(/C=C/C(=O)OCC(=O)Nc2cc(C)on2)ccc1OCC#N	5%	-31%	-3	-2%	-7%	-8%	?	-18%	72%[activator]
32	CCN(C(=O)CSc1nc2ccccc2n1CC(=O)N(C)C1CCCCC1)c1ccccc1	3%	-1%[59 µM]	3	-23%	3%	-16%	-10%	-2%	16%
33	COc1ccc(-c2[nH]ncc2CN(C)C(C)c2cccs2)c(F)c1 (centres undefined)	3%	-38%	-4	-4%	1%	2%	8%	?	7%
34	Nc1nc(-c2ccc(C(=O)O)cc2)cs1	-3%	?	-11	.	-15%	1%	0%	-7%[11.4 µM]	38%[activator]
35	COc1c(S(=O)(=O)N2CCN(C)CC2)ccc(Cl)c1Cl	-14%	.	-4	35%[activator]	-6%	1%	-1%	-11%	7%
36	Cn1c(=O)n(Cc2ccc(Cl)cc2)c(=O)c2c1nc1n2CCN1Cc1ccco1	-5%	-14%	-12	-30%	3%	?	-2%	-10%	10%
37	O=C(Nc1cc(Oc2ccc(Cl)cc2)cc([N+](=O)[O-])c1)c1ccco1	6%	25%[59 µM]	0	1%	0%	2%	4%	-34%[57.1 µM]	?
38	O=C(CN1CCOCC1)Nc1nc(-c2ccc(Cl)cc2)cs1	4%	15%	-3	-5%	-3%	15%	-6%	-15%	36%
39	COCc1c(Br)c(C)nc(OCC(=O)N/N=C/c2ccc(C)o2)c1C#N	0%	-33%	-2	-13%	4%	1%	1%	-8%	33%
40	CC(c1cccs1)N(C)Cc1nc(CCc2ccccc2)no1 (centres undefined)	-11%	226%[activator]	2	74%[activator]	-1%	-1%	-7%	48%[activator]	146%[activator]
41	CCNC(=S)NCc1ccc(F)cc1	-7%	31%[59 µM]	-1	6%	-1%	6%	-1%	-4%	16%
42	Cc1cc(C)cc(-n2c(C)cc(/C=C3\C(=N)N4N=C(CC(C)C)SC4=NC3=O)c2C)c1	0%	6%[59 µM]	-5	0%	20%	10%	18%	-25%	18%
43	CCCCn1c(-c2csc3c2CCCC3)n[nH]c1=S	-2%	?	0	-31%	-5%	?	0%	40µM*	-5%
44	Cc1ccc(C(=O)NC(=S)NNC(=O)CCN2CCOCC2)cc1	10%	8.9µM*	-2	56µM*	3%	3%	3%	-19%	52%[activator]
45	Fc1ccc(-c2csc(=Nc3cccc(C(F)(F)F)c3)n2Cc2ccc3c(c2)OCO3)cc1	2%	?	0	?	-1%	2%	4%	-33%	-7%
46	C[C@H](CO)N1C[C@H](C)[C@@H](CN(C)S(=O)(=O)c2cn(C)cn2)Oc2c(NS(=O)(=O)c3cccs3)cccc2C1=O	-5%	.	-1	.	-1%	6%	-1%	-12%	40%[activator]
47	CC(Sc1nnc(-c2ccco2)n1C)C(=O)N1C(C)CCCC1C (centres undefined)	-4%	9%	1	0%	8%	6%	-1%	-7%	29%
48	O=C(CCn1nnc(-c2cccs2)n1)N1CCc2ccccc2C1	.	-44%[12.7 µM]	10	-22%	-4%	0%	0%	-1%	15%
49	Cc1ccc(S(=O)(=O)c2cc(N3CCOCC3)nc(-c3ccccc3)n2)cc1	-8%	7%	0	-3%[57.1 µM]	0%	2%	-9%	3%	16%
50	O=C(NC1CC1)C1CCN(C2CCN(C(=O)/C=C/c3ccc(F)cc3)CC2)CC1	4%	6%	0	5%	i	-3%	-2%	3%	34%

Compound activity: PubChem, National Center for Advancing Translational Sciences (NCATS)
